# TMEM16A inh: mouse TMEM16A channel inhibition, primary screen; Q8BHY3; HEK293 TMEM16A/YFP iodide influx fluorescence, ionomycin; normalized B-score (activity score, 25-100; higher = stronger inhibition) at 10 µM; hit rate 1.2% among 310,000; AID 588511;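 active = ratio plate-corrected score three or more library SD toward inhibition, starting fluorescence score within five deviations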;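 note: score derived from kinetic fluorescence span divided by baseline fluorescence per well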
# TRPC4 potent: allosterically enhances the mouse TRPC4 cation channel; HEK293 TRPC4beta/mu-opioid, DAMGO EC20, Fluo-4 Ca2+ flux; stronger effect = higher value; B-score at 10 µM; hit rate 0.42% among 310,000; AID 2227;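 active = B-score of calcium response area above 5 SD of library B-scores, with initial fluorescence ratio within 5 SD of library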;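 note: B-score of integrated fluorescence ratio over time as area under calcium response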
# KCNK3 inh: human KCNK3 channel inhibition, primary screen | O14649 | CHO-KCNK3 thallium flux, FluxOR fluorescence; stronger effect = lower value | B-score at 10 µM | hit rate 0.84% among 340,000 | AID 602410;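 active = B-score under library mean minus 4 SD, starting fluorescence ratio at most library mean plus 5 SD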;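 note: more negative B-score means stronger inhibition of thallium flux through KCNK3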
# Target sequence (O14649 whole entry, looked up): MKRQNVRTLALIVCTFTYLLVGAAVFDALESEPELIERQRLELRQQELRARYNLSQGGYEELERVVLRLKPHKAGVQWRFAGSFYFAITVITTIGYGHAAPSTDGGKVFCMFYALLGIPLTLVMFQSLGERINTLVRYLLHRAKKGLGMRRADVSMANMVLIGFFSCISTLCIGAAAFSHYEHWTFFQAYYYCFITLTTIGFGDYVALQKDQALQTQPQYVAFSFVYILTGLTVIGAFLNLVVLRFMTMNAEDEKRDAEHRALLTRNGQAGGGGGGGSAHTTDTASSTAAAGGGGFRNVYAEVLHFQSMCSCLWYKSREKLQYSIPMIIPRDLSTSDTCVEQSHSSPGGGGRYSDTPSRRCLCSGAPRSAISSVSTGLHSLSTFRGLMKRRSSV
# KCNK9 inh: blocks the human KCNK9 two-pore domain potassium channel. Q9NPC2. HEK293 KCNK9, FluxOR thallium flux fluorescence; stronger effect = lower value. B-score at 10 µM. hit rate 1.2% among 310,000;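 active = ratio B-score over 3 SD below the library mean, with starting fluorescence within 5 SD of its mean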;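 note: negative B-score means less thallium flux so channel inhibition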
# Target sequence (Q9NPC2 whole entry, looked up, the tested form may be a part): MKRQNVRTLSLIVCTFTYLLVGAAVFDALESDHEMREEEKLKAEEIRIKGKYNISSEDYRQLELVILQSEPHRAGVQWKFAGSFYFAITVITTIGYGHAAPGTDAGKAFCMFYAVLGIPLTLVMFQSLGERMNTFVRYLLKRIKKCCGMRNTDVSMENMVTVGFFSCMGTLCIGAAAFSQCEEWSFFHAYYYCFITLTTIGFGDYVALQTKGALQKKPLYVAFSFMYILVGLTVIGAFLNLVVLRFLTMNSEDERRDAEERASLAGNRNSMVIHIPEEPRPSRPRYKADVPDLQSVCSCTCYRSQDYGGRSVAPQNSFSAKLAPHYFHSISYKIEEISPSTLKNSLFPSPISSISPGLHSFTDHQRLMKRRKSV
# KCNQ1 inh: human KCNQ1 channel inhibition | P51787 | CHO-K1 KCNQ1, FluxOR thallium flux fluorescence; stronger effect = higher value | B-score at 10 µM | hit rate 1.3% among 310,000 | AID 2642;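 active = compounds whose thallium flux B-score, printed positive for inhibition, exceeds three library SD while starting fluorescence stays within three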;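 note: channel opened by potassium depolarization with thallium stimulus after 20 min compound exposure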
# DYRK1A inh: inhibitors of rat Dyrk1A kinase | Q63470 | ADP-Glo luminescence, NFATc1 peptide | inhibition, % at 12.5 µM | hit rate 0.43% among 310,000; in the data active = inhibition above about 50%;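 note: plate controls were vehicle with enzyme for no effect and no enzyme for full effect; many of its hits are not listed in these tables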
# TRPC4 agonist: activators of mouse TRPC4 channel; Q9QUQ5; HEK293 TRPC4beta/mu-opioid, Fluo4 calcium fluorescence; stronger effect = higher value; B-score at 10 µM; hit rate 0.49% among 310,000;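 active = B-score above 5 SD of library B-scores, and initial fluorescence ratio not above library mean plus 5 SD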;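 note: positive B-score marks a calcium rise read as TRPC4 activation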
#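 Technique: kinetic Fluo4 calcium fluorescence; Test system: TRPC4beta and mu-opioid receptor HEK293 stable cells; Measure: B-scored integrated calcium fluorescence ratio; Benchmarks: low control buffer alone, high control maximal DAMGO; Schedule: 45 min room-temperature Fluo4 loading, 110 s read.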
# HDAC3 inh: inhibitors of human histone deacetylase 3 | inhibition, % at 8.3 µM | recombinant HDAC3, fluorogenic peptide/trypsin coupled, fluorescence | hit rate 0.15% among 320,000; in the data active = inhibition above about 26%, passing the limit was not always enough
# TMEM16A act: mouse TMEM16A channel activation, primary screen; HEK293 TMEM16A/YFP-H148Q/I152L, iodide quench fluorescence; stronger effect = lower value; B-score at 10 µM; Q8BHY3; hit rate 0.3% among 340,000;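 active = fluorescence-ratio B-score plate-corrected deviation score at least 3 library SD below zero, with starting fluorescence score within 5 deviations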;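 note: channel opened by trigger with iodide after compound preincubation; score built on the fluorescence ratio of max minus min over baseline; more negative score means more quench and so TMEM16A activation or potentiation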
# hERG rescue: hERG (human) protection from proarrhythmic block; activation (rescue from dofetilide block), less the hit threshold, % at 10 µM; AID 1511; CHO-hERG, FluxOR thallium flux, dofetilide IC70 present; hit rate 0.51% among 310,000;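 active = activation above the mean of controls blocked by dofetilide plus 5 SD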;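 note: thallium influx through hERG after potassium depolarization seen as dye fluorescence rise; in these data hits start at about 4.7%; inactives centre near -7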
# KCNQ1 act: potentiates or activates the human KCNQ1 potassium channel; AID 2648; B-score at 10 µM; P51787; hit rate 0.35% among 310,000; CHO-K1 KCNQ1, thallium flux FluxOR fluorescence; stronger effect = higher value;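 active = fluorescence ratio B-score, a plate-corrected score, at least three library SD, with initial intensity B-score within 5 SD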
#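 Assay system: CHO-K1 cells stably expressing KCNQ1; Medium: assay buffer with matched DMSO; Also added: K+/Tl+ depolarizing stimulus; Dosing: single dose; Timing: dye 90 min, compound 20 min, room temperature; Measured by: kinetic FluxOR thallium fluorescence, 10-s 1-Hz baseline, 110-s post-stimulus read; Read-out: peak-minus-minimum fluorescence over initial fluorescence, negative-control normalized, B-scored.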
# Starred values were filed as active, the others as inactive; i = inactive; . = no result given. These rows are one share of the data; the hit share may differ from the screen's.
compound	HDAC3 inh	KCNQ1 act	TMEM16A inh	TRPC4 potent	hERG rescue	KCNK3 inh	DYRK1A inh	KCNQ1 inh	KCNK9 inh	TMEM16A act	TRPC4 agonist
Nc1cccc(N2C(=O)c3cccc4c(N)ccc(c34)C2=O)c1	.	i	i	i	-20	i	3	11*	i	i	i
COc1ccc(CCNC(=O)c2ccc(Cl)nc2)cc1	-8	i	i	i	-10	i	-4	i	i	i	i
COc1ccc(-c2cc3ccc(O)cc3oc2=O)cc1	-207	i	i	i	-7	i	1	i	i	i	i
COc1ccc(OC)c(C2=C[N+](=O)C(C)(C)C(C)(C)N2[O-])c1	5	i	i	i	-9	i	3	i	i	i	i
O=c1[nH]c2ccc(N/C(=N/S(=O)(=O)c3ccccc3)c3ccccc3)cc2[nH]1	1	i	i	i	-8	i	-6	i	i	i	i
CCOc1nc(Nc2ccc(F)cc2)nc(N2CCN(c3ccc(OC)cc3)CC2)n1	-10	i	i	i	-9	i	2	i	i	i	i
CCNC(=O)COC(=O)c1ccc(NS(=O)(=O)c2ccc3c(c2)OCCO3)cc1	-2	i	i	i	-14	i	-3	i	i	i	i
O=C(N/N=C1/CCS(=O)(=O)c2ccc(F)cc21)c1ccccn1	4	i	i	i	-1	i	-1	i	i	i	i
CN1C(C(=O)NCc2ccco2)=CC(c2ccc(F)cc2)=NS1(=O)=O	-7	i	i	i	-7	i	0	i	i	i	i
Cc1noc(C)c1S(=O)(=O)Nc1c(C)n(C)n(-c2ccccc2)c1=O	-2	i	i	i	-4	i	0	i	i	i	i
C=CCn1c(=O)c2ccccc2n2c(SCc3cc(=O)n4ccsc4n3)nnc12	2	i	i	i	-7	i	-2	i	i	i	i
CC(c1ccccc1)N1CNc2c(c(=O)n(C)c(=O)n2C)C1 (stereo not given)	-2	i	i	i	-6	i	-4	i	i	i	i
COc1ccc(Cl)cc1NC(=O)NC(C)C	1	i	i	i	-10	i	-1	i	i	i	i
CN1C(=O)c2ccc(NC(=O)C3CC3)cc2C1=O	0	i	i	i	-5	i	-4	i	i	i	i
COc1ccc(-c2noc(-c3ccc(Br)o3)n2)cc1OC	0	i	i	i	-13	i	-6	i	i	i	i
OC(COc1cccc2ccccc12)CN1CCN(c2ccccn2)CC1 (stereo not given)	-9	i	i	i	-12	i	-4	i	i	i	i
COc1ccc(C(=O)N(CN2CCCC2=O)c2nccs2)cc1OC	7	i	i	i	-14	i	1	i	i	i	i
CC(C)C(OC(=O)c1oc2ccccc2c1CSC1CCCCC1)C(=O)NC(N)=O (stereo not given)	4	i	i	i	-7	.	.	i	i	.	i
Cc1ccc(NC(=O)COC(=O)c2ccc3c(c2)OCO3)cc1S(=O)(=O)N1CCCCC1	0	i	i	i	-6	i	3	i	i	i	i
O=C(O)Cc1ccc(NC(=O)C(c2ccccc2)c2ccccc2)cc1	-2	i	i	i	2	i	-2	i	i	i	i
Cc1c(CN(C)Cc2cn(C)nc2-c2ccccc2F)[nH]c2ccccc12	4	i	i	i	-10	i	7	i	i	i	i
O=C(NC1(C(F)(F)F)NC(=O)N(c2ccccc2F)C1=O)c1ccncc1 (stereo not given)	-1	i	i	i	-5	i	1	i	i	i	i
COc1ccc(-c2n[nH]c(C)c2-c2cc(OC)ccc2O)cc1	3	i	i	i	-13	i	-2	i	i	i	i
O=C1c2ccccc2C(=O)N1CCc1nn[nH]n1	-3	i	i	i	-2	i	6	i	i	i	i
CCN(CC)S(=O)(=O)c1ccc(-c2nnc(SCC(C)=O)o2)cc1	15	i	i	i	-5	i	4	i	i	i	i
COc1ccc(NCC(=O)n2c(C)c(C)c3ccccc32)cc1	-3	i	i	i	-10	i	.	i	i	i	i
CNC(=S)N1N=C(c2ccc(Br)cc2)CC1c1ccc(Br)cc1 (stereo not given)	-7	i	i	i	-8	i	1	i	i	i	i
CCN(CC)C(=S)SC1CCCCN(C(=O)c2ccccc2)C1=O (stereo not given)	0	i	i	i	-12	i	1	i	i	i	i
Cc1nc(C(F)(F)F)ccc1C(=O)NN1CCOCC1	-4	i	i	i	-1	i	-9	i	i	i	i
COc1cc(/C=C(/C#N)C(=O)NC(C)c2ccccc2)cc(OC)c1O (stereo not given)	10	i	i	i	-8	i	4	i	i	i	i
CCC(C)NC(=O)COC(=O)c1ccccc1OCC(=O)Nc1ccc(Br)cc1 (stereo not given)	-3	i	i	i	-2	i	-3	i	i	i	i
Cc1c(CCC(=O)N2CCC[C@H]2C(=O)O)c(=O)oc2c(C)c3oc4c(c3cc12)CCCC4	-3	i	i	i	-14	i	5	i	i	i	i
CCOc1ccc(C(=O)CSc2nnc3ccccn23)cc1	-13	i	i	i	-7	i	7	i	i	i	i
O=[N+]([O-])c1ccccc1CN1CCN(S(=O)(=O)c2ccccc2)CC1	-1	i	i	17*	-3	i	4	i	i	i	i
Cc1ccc(C(CC(=O)O)Nc2nc(N3CCCCC3)nc(N3CCCCC3)n2)cc1 (stereo not given)	10	i	i	i	-10	i	-1	i	i	i	i
CC1CN(C(=O)c2ccc(CNS(=O)(=O)c3cccc(Cl)c3)cc2)CC(C)O1 (stereo not given)	.	i	.	i	-8	i	1	i	i	i	i
Cc1ccc(-n2cnc(N)c2C(=O)c2cccc([N+](=O)[O-])c2)cc1	1	i	i	i	-11	i	0	i	i	i	i
O=C(COc1ccccc1-c1ccccc1)NN=C1CCCC1	2	i	i	i	1	i	5	i	i	i	i
CCSc1ncc(Cl)c(C(=O)N(Cc2ccc(N(C)C)cc2)C2CCS(=O)(=O)C2)n1 (stereo not given)	.	i	.	i	-8	i	3	i	i	i	i
O=C(c1cc(-c2cccc(O)c2)on1)N1CCOCC1	-3	i	i	i	-13	i	11	i	i	i	i

# Reprinted at random: 3 compounds from above
compound	HDAC3 inh	KCNQ1 act	TMEM16A inh	TRPC4 potent	hERG rescue	KCNK3 inh	DYRK1A inh	KCNQ1 inh	KCNK9 inh	TMEM16A act	TRPC4 agonist
CCN(CC)S(=O)(=O)c1ccc(-c2nnc(SCC(C)=O)o2)cc1	15	i	i	i	-5	i	4	i	i	i	i
Cc1c(CCC(=O)N2CCC[C@H]2C(=O)O)c(=O)oc2c(C)c3oc4c(c3cc12)CCCC4	-3	i	i	i	-14	i	5	i	i	i	i
CN1C(C(=O)NCc2ccco2)=CC(c2ccc(F)cc2)=NS1(=O)=O	-7	i	i	i	-7	i	0	i	i	i	i

# (cont.)
compound	HDAC3 inh	KCNQ1 act	TMEM16A inh	TRPC4 potent	hERG rescue	KCNK3 inh	DYRK1A inh	KCNQ1 inh	KCNK9 inh	TMEM16A act	TRPC4 agonist
Cc1c(S(=O)(=O)N2CCCCC2)c(=O)n(C)c(=O)n1C	0	i	i	i	-13	i	20	i	i	i	i
COc1cc(C)c(NC(=S)NCCCN2CCOCC2)cc1OC	5	i	i	i	-4	i	-4	i	i	i	i
O=C(CCc1ccccc1)NC(=S)Nc1cccc(C(=O)O)c1	-4	i	i	i	-7	i	6	i	i	i	i
CC1Oc2ccccc2C=C1/C=N/Nc1ccc(C(=O)O)cc1 (stereo not given)	-1	i	i	i	-13	i	11	i	i	i	i
NS(=O)(=O)c1ccc(Sc2ccc3c(c2)CCC3)nc1	6	8*	i	i	-1	i	3	i	i	i	i
CN(C)c1ccnc2sc3c(NCC(O)CO)ncnc3c12 (stereo not given)	-5	i	i	i	1	i	18	i	i	i	i
O=C(O)c1cccnc1SC1CC(=O)N(c2cccc(C(F)(F)F)c2)C1=O (stereo not given)	23	i	i	i	-9	i	-9	i	i	i	i
COc1ccc(-c2csc(NC(=O)c3ccc(OCC(=O)N4CCOCC4)c(OC)c3)n2)cc1OC	11	i	i	i	-17	i	7	i	i	i	i
CC(=O)N1CCc2c(sc(NC(=O)C3CCCN3S(=O)(=O)c3cccs3)c2C#N)C1 (stereo not given)	3	i	i	i	-6	i	-7	i	i	i	i
CC(C)C[C@H](NC(=O)NC1CCCc2ccccc21)C(=O)O (stereo not given in full)	8	i	i	i	-5	i	-2	i	i	i	i
Cc1cc(O)ccc1NC(=O)CCN1C(=O)c2ccc([N+](=O)[O-])cc2C1=O	.	i	i	i	-8	i	0	i	i	i	i
O=C(NN1C(=O)/C(=C/c2cccs2)SC1=S)c1ccncc1	3	i	i	i	-9	i	0	i	i	i	i
Cc1ccc(CN2CCSCC2)c(C)c1	4	i	i	i	-1	i	2	i	i	i	i
COc1ccc([N+](=O)[O-])cc1NC(=O)C(C)N1CCN(C(=O)c2ccco2)CC1 (stereo not given)	-5	i	i	i	-8	i	-5	i	i	i	i
CC(C)c1ccc(CNc2cc(N3CCCC3)ccc2[N+](=O)[O-])cc1	2	i	i	i	-7	i	.	i	i	i	i
O=C1/C(=C\c2ccncc2)SC(=S)N1C1CCCCC1	-1	i	i	i	-2	i	3	i	i	i	i
CCC(=O)Nc1cccc(Oc2nc(C)cc(C)c2C#N)c1	-4	i	i	i	-7	i	9	i	i	i	i
CCOc1ccc(-n2c(SCC(=O)Nc3cc(C)on3)nc3c([nH]c4ccccc43)c2=O)cc1	6	i	i	i	-11	i	2	i	i	i	i
O=C1C(c2ccccc2)=[N+]([O-])c2ccccc21	-14	i	i	i	-1	i	5	i	i	i	i
O=C(NC1CCc2ccccc21)c1cc(COc2ccc(F)cc2F)on1 (stereo not given)	.	i	i	i	-9	i	0	i	i	i	i
C=COCCNC(=O)C(=O)NC(C)C	-5	i	i	i	-5	i	-1	i	i	i	i
COc1ccc(N2CC(C)Cn3c2nc2c3c(=O)[nH]c(=O)n2C)cc1 (stereo not given)	3	i	i	i	-13	i	7	i	i	i	i
O=C(COc1ccc(C(=S)N2CCOCC2)cc1)N1CCCC1	12	i	i	i	-9	i	0	i	i	i	i
Cn1c(Cn2c(=O)sc3ccccc32)nnc1SCC(=O)Nc1ccccc1	-13	i	i	i	-6	i	22	i	i	i	i

# Given with each value named: entries from further up
> COc1ccc(N2CC(C)Cn3c2nc2c3c(=O)[nH]c(=O)n2C)cc1 (stereo not given)
  HDAC3 inh: 3
  KCNQ1 act: i
  TMEM16A inh: i
  TRPC4 potent: i
  hERG rescue: -13
  KCNK3 inh: i
  DYRK1A inh: 7
  KCNQ1 inh: i
  KCNK9 inh: i
  TMEM16A act: i
  TRPC4 agonist: i
> C=COCCNC(=O)C(=O)NC(C)C
  HDAC3 inh: -5
  KCNQ1 act: i
  TMEM16A inh: i
  TRPC4 potent: i
  hERG rescue: -5
  KCNK3 inh: i
  DYRK1A inh: -1
  KCNQ1 inh: i
  KCNK9 inh: i
  TMEM16A act: i
  TRPC4 agonist: i
